# CendR NRP1 mod: NRP-1/CendR interaction modulation | O14786 | inhibition, % at 25 µM | FAM-RPARPAR peptide binding to NRP-1, fluorescence polarization | 360,000 tested, 0.85% active | AID 602438;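 active means inhibition or corrected inhibition above about 18%, plus a signal ratio from 0.5 to 1.5, limit read from the data, passing the limit was not always enough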; further: strong numbers were not always called active
# Rin1-Abl PPI inh: inhibitors of human Rin1-Abl protein interaction; TR-FRET Rin1/Abl binding, biochemical; P00519+Q13671; inhibition, % at 7.35 µM; 360,000 tested, 0.4% active; AID 588664; in the data active means inhibition above about 5%, passing the limit was not always enough
# FAS TE block: FAS thioesterase (human) inhibition | P49327 | recombinant FAS-TE, OMFH fluorogenic substrate, fluorescence endpoint | inhibition, % at 15 µM | 360,000 tested, 0.67% active | AID 602261;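 active means compounds whose normalised, plate-corrected inhibition of enzyme fluorescence in the single-dose primary screen is 50% or more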;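 further: 0% = DMSO with enzyme and 100% = substrate without enzyme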
# MLLE-PAM2 inh: blocks PAM2 peptide binding to the PABP1 MLLE domain; P11940; GST-MLLE / FITC-PAM2 fluorescence polarization; inhibition, % at 20 µM; 360,000 tested, 0.36% active; in the data active means inhibition above about 35%, passing the limit was not always enough;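 further: plate controls were DMSO wells with GST-MLLE for no effect and wells lacking GST-MLLE protein for full effect; some results filed as inactive read as strong as hits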
# eLon inh: inhibitors of E. coli Lon protease | P0A9M0 | purified E. coli Lon protease, fluorescence polarization | inhibition, % at 7.94 µM | 360,000 tested, 0.42% active | AID 602123; in the data active means inhibition above about 13%, passing the limit was not always enough;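 further: 0% = enzyme with probe and DMSO and 100% = no enzyme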
# MsrA act: activates bovine MsrA enzyme | purified bovine MsrA, absorbance read-out | activation, % at 10.6 µM | 360,000 tested, 0.3% active | AID 602163; in the data active means activation above about 7.5%;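 further: 0% = vehicle and 100% = reference activator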
# SKN-1 inh: inhibitors of C. elegans SKN-1. C. elegans VP596 Pgst-4::GFP/RFP ratio, acrylamide-induced, 24 h. inhibition, % at 21.8 µM. 360,000 tested, 0.49% active;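 active means interference check ratio from 0.5 to 1.5 plus GFP to RFP signal ratio inhibition reaching or exceeding a fixed threshold, cut at about 30% in these data, passing the limit was not always enough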; further: some compounds called inactive have numbers as strong as hits
# Neddylation inh: cullin neddylation inhibition. AID 651699. 360,000 tested, 0.58% active. TR-FRET cullin neddylation, biochemical. P61081+Q13564. calls only at 25 µM; in the data active means inhibition above about 36%
# MT1-MMP act inh: blocks activation of human MT1-MMP; P50281; HT1080 RFP-PRO-GFP cells, GFP/RFP ratio fluorescence, overnight; percent of plate control window, DMSO zero; GFP/RFP ratio change, % at 20 µM; 360,000 tested, 0.061% active;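 active means GFP/RFP ratio change of at least 30% with cell ATP level not reduced by more than half and red fluorescence within 50% of control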; further: strong numbers were not always called active
#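 Assay system: HT1080 RFP-PRO-GFP cells. Benchmarks: DMSO vehicle wells and RFP-L50D-GFP reporter cell wells. Times: overnight cell settling, then overnight compound exposure, 37 °C, 5% CO2. Compound: 20 µM single dose, 1% DMSO. Read-out basis: GFP/RFP fluorescence ratio.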
# Numbers without * were called inactive; i = inactive; / = no result given. No enrichment for hits; overall some 4% were active at least once.
# Results follow in this order: CendR NRP1 mod	Rin1-Abl PPI inh	FAS TE block	MLLE-PAM2 inh	eLon inh	MsrA act	SKN-1 inh	Neddylation inh	MT1-MMP act inh
> NCCCC[C@H](N)c1nnc([C@H](CC(=O)O)NC(=O)C2CCNCC2)o1
    -8	5	-10	-9	0	-3	7	i	-1
> O=C(NCc1ccc(F)cc1)N[C@@H](Cc1ccccc1)C(=O)O
    -9	2	-6	-3	7	-1	7	i	-4
> O=C1C=C(c2cccc(Cl)c2)C[C@@H](c2ccc(Cl)cc2)C1
    16	4	34	13	-1	-5	11	i	4
> NC(CCC(=O)O)C12CC3CC(CC(C3)C1)C2 (stereo not drawn)
    5	-4	-7	11	-5	-9	-5	i	-7
> CCc1nc2c(OCc3cc(Cl)cc(Cl)c3)cccn2c1N(C)C(=O)c1ccc(OC)cc1
    -2	-4	26	-2	10	1	15	i	-5
> CC(=O)Nc1ccccc1Nc1cc(C#N)c(C#N)cc1[N+](=O)[O-]
    -9	-2	30	-2	-16	0	-14	i	10
> Cc1ccc(CN2C(=O)C(Cc3ccccc3)Nc3ncnc(N4CCN(c5ccccc5)CC4)c32)cc1 (stereo not drawn)
    -1	0	62*	1	-5	-1	-7	i	-18
> CCn1c(SCC(=O)Nc2cc(C)on2)nnc1-c1ccc(S(=O)(=O)N2CCCC2)cc1
    3	-1	-9	-39	-10	1	-2	i	3
> CN(C)C(CNC(=O)c1cc(Br)c(Br)s1)c1ccco1 (stereo not drawn)
    -4	-5	2	3	-8	-2	3	i	1
> CNc1ccc(Br)cc(C(=O)/C=C/c2cccc(OC)c2OC)c1=O
    -76	3	-4	-43	6	-8	-10	i	-6
> COc1cc(OC)c(OC)cc1CN1CCN(Cc2ccco2)CC1
    -1	-1	-4	2	-10	-4	-6	i	-1
> CC(=O)N1CC(=O)N(CC(=O)Nc2ccc(Br)cc2)C1=S
    2	3	-6	14	-5	-3	1	i	-2
> CCN(CC)S(=O)(=O)c1ccc(C(=O)NC(=S)N2CCN(c3ccccc3O)CC2)cc1
    -9	4	0	-19	-11	-4	0	i	3
> O=C(NNc1cc(Cl)cc(Cl)c1)C1CCC1
    1	-1	-2	-14	2	-3	-2	i	2
> CC(/C=N/NC(=O)CSc1n[nH]c(=O)[nH]c1=O)=C\c1ccccc1
    -9	0	-6	-6	-7	-5	-4	i	0
> O=C(N/N=C\c1cccc([N+](=O)[O-])c1O)C1COc2ccccc2O1 (stereo not drawn)
    2	-5	18	-8	-5	-4	4	i	5
> O=S(=O)(NCc1ccccc1Br)c1ccccc1Br
    17	1	10	11	0	-1	5	i	6
> COC(=O)[C@H]1C[C@H](OC(=O)NC2CCCC2)[C@@]2(O)CN(S(=O)(=O)c3ccc(C)cc3)CC2[C@H]1C(=O)OC (stereo partly drawn)
    -1	-1	-4	-5	-8	-3	3	i	-4
> COc1ccc(S[C@@H](CCN2CC[C@H](O)CCC2=O)c2ccccc2)cc1
    7	3	-5	14	-6	0	6	i	-2
> COc1ccc(C2(CNC(=O)c3ccc(OCC(C)C)cc3)CCOCC2)cc1
    -8	0	2	-3	8	0	7	i	3
> CCN1CCN(Cc2cc(=O)oc3cc(C)cc(C)c23)CC1
    -4	-3	-5	-8	-5	1	18	i	3
> COc1cc(CN2CCN(C(=O)CC(C)C)CC2)cc(OC)c1OC
    9	-1	-4	-2	-3	-1	11	i	2
> O=C(C1=C[C@H](c2csc3ccccc23)C[C@H](OCc2ccc(CO)cc2)O1)N1CCOCC1
    9	3	-4	-3	0	-1	15	i	0
> Cc1cccc(NC(=O)CSc2nc3[nH]ncc3c(=O)[nH]2)c1C
    1	-5	-13	2	-3	-4	5	i	2
> Cc1cc(C)n(CC(=O)n2nc(C)cc2C)n1
    7	0	-1	2	-5	0	-16	i	-3
> COC(=O)[C@@]1(Cc2ccc(F)cc2)[C@H]2c3cc(C(=O)N4CCCC4)n(Cc4ccc(C)o4)c3C[C@H]2CN1C(=O)c1ccccc1
    -22	/	20	/	-6	-1	7	i	-7
> CCCCOc1ccc(OC(=O)c2cccnc2)cc1
    -4	2	5	-12	-6	2	6	i	1
> O=C1CN(C(=O)COC(=O)/C=C/c2ccc(F)cc2)c2ccccc2N1
    -9	4	1	-12	11	-6	-15	i	0
> CCN1CCCC1CN(Cc1cc2ccc(C)cc2[nH]c1=O)C(=S)Nc1ccc(F)cc1 (stereo not drawn)
    -13	2	-2	-67	-5	-7	11	i	-1
> O=C(O)c1ccc(N/N=C/c2ccc(-c3cccc(Cl)c3)o2)cc1
    -5	0	26	-7	5	-6	15	/	-3
> CCCCCN1CC(O)=C(c2nc(-c3ccc(Cl)cc3)cs2)C1=N
    1	-1	1	-72	-5	-9	-3	i	16
> CC1(C)CC2(CCO1)OC(=O)CC2C(=O)Nc1cccc2ccccc12 (stereo not drawn)
    -1	1	-5	12	-3	-2	16	i	3
> CCOc1ccc(S(=O)(=O)Nc2ccc(C(=O)N(C)CC(=O)Nc3ccc(OC)cc3)cc2)cc1
    0	1	1	-1	6	-5	-13	i	2
> Oc1cccc(-c2nc3ccc4ccccc4c3c3c2CCC3)c1
    1	0	20	-4	9	-2	30	i	-1
> Nc1nn(-c2ccccc2Cl)cc1-c1nn[nH]n1
    -3	1	-1	16	-10	0	10	i	2
> COc1cccc(N2CCN(CC(=O)NC3=Nc4ccccc4N=C(C)C3c3ccccc3)CC2)c1 (stereo not drawn)
    -20	-1	29	6	1	0	8	i	4
> c1ccc(NC2=NCCN2CCCC2CCCC2)cc1
    12	2	-8	-11	-15	-4	-9	i	-5
> CCc1ccc(OCC(O)CN2CCN(c3ccc(OC)cc3)CC2)cc1 (stereo not drawn)
    3	2	-2	3	0	-2	8	i	2
> COc1cccc(CNc2ncnc3cc(OC)c(OC)cc23)c1
    -6	1	-6	-13	6	-3	19	i	2
> COc1ccc(NC(=S)NNC(=O)c2cccs2)cc1
    8	-3	-8	-6	-4	-5	-15	i	-2
> CCOc1ccc(NS(=O)(=O)c2ccc(C(=O)N(C)CC(=O)Nc3ccccc3Br)cc2)cc1
    -3	1	3	-2	-5	0	-2	i	-2
> CCOc1cccc2sc(NC(=O)CC)nc12
    0	-2	-5	1	-4	-10	-2	i	-5
> Cc1ccc(C(C(=O)NCC2CCCO2)N(C(=O)c2snc(C(N)=O)c2N)c2ccc(C(C)C)cc2)o1 (stereo not drawn)
    -6	2	7	-10	0	1	5	i	-3
> COc1cc(C(C)=O)ccc1OCC(O)CN1CCN(c2ccc(C)cc2C)CC1 (stereo not drawn)
    -1	-2	-1	5	-5	-2	6	i	-1
> COc1ccc(C2CC(c3ccco3)n3ncnc3N2)cc1 (stereo not drawn)
    -19	0	-7	13	-1	-10	2	i	1
> CCc1c(C)sc(NC(=O)c2cc(C)no2)c1C#N
    -4	0	-10	31	-11	-13	0	i	2
> Cc1c(C(=O)N2CCCCC2C)sc2ncnc(N3CCc4ccccc4C3)c12 (stereo not drawn)
    9	-1	12	8	-2	-10	1	i	3
> NS(=O)(=O)c1ccc(CCNCc2ccccc2OCc2ccc(Cl)cc2)cc1
    7	2	-5	-1	-15	-9	-4	i	7
> Cc1cc(C)cc(C(=O)NC(=S)Nc2ccc(-c3cc4ccccc4oc3=O)cc2)c1
    -21	3	3	20	4	1	-2	i	2
> O=c1[nH]c2ccccc2n1C1=CCCC1
    2	2	-2	4	-7	-9	24	i	5

# (continued)
# Results follow in this order: CendR NRP1 mod	Rin1-Abl PPI inh	FAS TE block	MLLE-PAM2 inh	eLon inh	MsrA act	SKN-1 inh	Neddylation inh	MT1-MMP act inh
> COc1ccc(NC(=O)COC(=O)COc2cccc(Br)c2)cc1OC
    -4	3	-5	-14	-1	-2	7	i	2
> N#Cc1cc2c(nc1SCC(=O)Nc1sc3c(c1C#N)CCC3)CCCCC2
    -6	0	-2	-17	0	-1	-4	i	-6
> Cc1cc(C)n2nc(SCCC(=O)NCCc3ccccc3)nc2n1
    -4	-1	-4	16	-9	-2	12	i	-3
> C/C(=N/O)c1c(O)c(C)c(-c2ccccc2)n(-c2ccccc2)c1=O
    10	4	-25	-2	-8	-10	-1	i	5
> CC(C)OC(=O)Nc1ccc2c(c1)N(C(=O)N1CCN(C)CC1)c1ccccc1CC2
    6	3	-3	2	0	-1	7	i	-13
> CCS(=O)(=O)c1ccc(O)c(NC(=O)c2cc(OC)c(OC)c(OC)c2)c1
    8	-3	-9	12	4	0	3	i	19
> COc1ccc(S(=O)(=O)N(CCC#N)Cc2ccco2)cc1OC
    -5	0	-7	11	-3	-1	1	i	0
> CN(C)/C=C(\C#N)C(=O)N/N=C/c1ccccc1
    -4	0	-11	-11	8	-3	2	i	-4
> CCc1cc(-c2n[nH]c(C)c2-c2nc(C)cs2)c(O)cc1OC
    0	-2	-9	10	-1	-6	-4	i	3
> CCOC(=O)c1nnn(-c2nonc2N)c1CN1CCCCCC1
    13	1	-5	3	-3	-11	-20	i	4
> COc1cccc(NC(=O)COc2cc(C)cc3oc(=O)cc(C)c23)c1
    14	1	2	9	1	-2	-15	i	2
> CCCCCCn1c(NCC)nc2c1c(=O)[nH]c(=O)n2C
    7	5	-4	20	-9	4	0	i	5
> CCc1ccc(-c2cc3c(=O)n(CC(=O)N4CCCC4)nc(C)n3n2)cc1
    3	-1	-5	-5	3	-1	2	i	-1
> CC(=O)Oc1ccc(-c2cccc(C(=O)NCC(=O)O)c2)cc1
    0	-1	-21	-6	10	-3	-25	i	11
> CCC(=O)Nc1ccc(C(=O)CN2C(=O)NC3(CCCCCC3)C2=O)cc1
    -23	0	-6	-21	-9	-1	8	i	-1
> COc1ccc(OCC(=O)OCCN2C(=O)c3ccccc3C2=O)cc1
    -2	10*	-1	9	9	1	2	i	2
> OC(c1cccc(OCc2ccccc2)c1)c1nnc(-c2ccccc2)o1 (stereo not drawn)
    -6	-4	14	-9	2	-3	-4	i	1
> O=c1c2c([nH]n1-c1ccccc1)CCSC2
    1	-2	-4	24	1	2	8	i	-2
> Cc1cc(Nc2ccc(C(=O)O)cc2)nc(N)n1
    9	3	-5	-6	16	-6	0	i	-6
> C#CCOCCOCCOCCNc1nc(N2CCN(C(=O)[C@H](CCC(=O)O)n3cc(C(N)CC(C)C)nn3)CC2)nc(N2CCN(C(=O)[C@H](Cc3cc4ccccc4[nH]3)n3cc(C(N)CC(C)C)nn3)CC2)n1 (stereo partly drawn)
    -11	-1	-10	6	1	-2	-2	i	-4

# Full records from above:
# Results for `Cc1cc(Nc2ccc(C(=O)O)cc2)nc(N)n1` → CendR NRP1 mod = 9; Rin1-Abl PPI inh = 3; FAS TE block = -5; MLLE-PAM2 inh = -6; eLon inh = 16; MsrA act = -6; SKN-1 inh = 0; Neddylation inh = i; MT1-MMP act inh = -6
# Results for `O=c1c2c([nH]n1-c1ccccc1)CCSC2` → CendR NRP1 mod = 1; Rin1-Abl PPI inh = -2; FAS TE block = -4; MLLE-PAM2 inh = 24; eLon inh = 1; MsrA act = 2; SKN-1 inh = 8; Neddylation inh = i; MT1-MMP act inh = -2

# Next entries follow:
# Results follow in this order: CendR NRP1 mod	Rin1-Abl PPI inh	FAS TE block	MLLE-PAM2 inh	eLon inh	MsrA act	SKN-1 inh	Neddylation inh	MT1-MMP act inh
> CC(C)(C)c1cn(-c2ccccc2)c(=S)[nH]1
    12	7	-12	-29	-2	-4	13	i	4
> O=C(COC(=O)c1ccc(Cl)nc1)Nc1nnc(-c2ccccc2)o1
    4	-5	-10	-4	17	-2	13	i	1
> CCOC(=O)c1ccc(NC(=O)c2nc[nH]c2C(=O)NC[C@@H](C)O)cc1
    12	-3	-11	-5	5	-4	-2	i	-1
> CSC[C@H](NC(=O)COc1cc2c(c3oc(=O)c(C)c(C)c13)CCC(C)(C)O2)C(=O)O
    -3	0	-1	6	7	-10	3	/	-2
> O=C(O)c1cc(S(=O)(=O)N(Cc2ccccc2)c2ccccc2)ccc1Cl
    1	2	-1	1	-6	-1	13	i	6

# High-throughput results: PubChem BioAssay, several laboratories
